# Screening results as filed in PubChem BioAssay.
# All columns: NCI-60 one-dose screen, growth in % after 48 h at 10 µM unless noted; 100 = growth as untreated, 0 = no growth, -100 = all killed.
# PC-3: PC-3 prostate cancer cells. 80,000 tested, 3.9% active
# OVCAR-4: OVCAR-4 ovarian cancer cells; 80,000 tested, 3.7% active; AID 1794784
# DU-145: DU-145 prostate cancer. 81,000 tested, 4.2% active
# SK-OV-3: SK-OV-3 ovarian cancer cells. 80,000 tested, 3.2% active. AID 1794785
# OVCAR-5: OVCAR-5 ovarian cancer. 82,000 tested, 2.9% active. AID 1794783
# OVCAR-8: OVCAR-8 ovarian cancer; 81,000 tested, 4.4% active; AID 1794782
# OVCAR-3: OVCAR-3 ovarian cancer; 79,000 tested, 7% active; AID 1794787
# IGROV1: IGROV1 ovarian cancer; 79,000 tested, 4.7% active
# An asterisk follows results filed as active; . = not tested or not shown; & = joins results of further samples; [ ] = remark or other dose. Rule for the calls: active = growth percent below 10; inactive = the rest. An unsorted share of the library. About 10% of those tested had a hit in this group.
1) CCCCCCCc1nc2c(c(=O)n(C)c(=O)n2C)n1C
2) Cc1nn2c(/C=C3/C(=O)Nc4ccccc43)c(-c3ccc(F)cc3)nc2s1
3) CC1=C(C)C[C@@]2(Cc3c(C)cccc3C2=O)S(=O)C1 (stereo partly specified)
4) COc1ccc(/C=N\NC(=O)N/N=C/c2ccc(OC)c(S(=O)(=O)O)c2)cc1S(=O)(=O)O
5) Cc1cc(NCCN(C(C)C)C(C)C)nc(/N=C(\N)Nc2ccc(Cl)c(C(F)(F)F)c2)n1
6) COc1ccc(NC(=O)[C@H](Cc2ccccc2)NC(=O)OC(C)(C)C)cc1C(=O)Nc1cccc(C2CC(=O)c3c(cc(OC)c(OC)c3OC)O2)c1 (stereo partly specified)
7) COc1ccc(CCN2C(CC(=O)c3ccccc3)CCCC2CC(=O)c2ccccc2)cc1OC (stereo unspecified)
8) C=CCNC(=S)N/N=C/C=C/c1ccccc1
9) Cc1nn(-c2ccccc2)c2ncnc(N/N=C/c3cccc(O)c3)c12
10) COc1ccc(C/C(C)=C(\c2ccc(Cl)cc2)c2ccc(OCCN3CCCCCC3)cc2)cc1
Screen / compound no.	1	2	3	4	5	6	7	8	9	10
PC-3	86	74	37	102	-94*	82	107	91	43	69
OVCAR-4	92	66	74	103	-68*	94	112	88	30	96
DU-145	106	97	105	112	-29*	104	121	101	68	106
SK-OV-3	99	90	102	105	-82*	143	109	101	88	103
OVCAR-5	97	75	92	107	-56*	109	124	94	77	83
OVCAR-8	94	89	.	112	-79*	94	100	97	59	89
OVCAR-3	.	89	42	105	-74*	113	115	100	42	80
IGROV1	103	101	84	114	.	89	105	100	55	78

11) CCC(=O)Nc1cccc([N+](=O)[O-])c1
12) Cc1ccccc1C(=O)Oc1cc(Cl)c(Cl)cc1Cl
13) O=C(CSc1nnc(-c2cc(-c3ccc(Cl)cc3)nc3ccccc23)n1-c1ccccc1)Nc1ccc(C(=O)/C=C/c2ccc(Cl)cc2)cc1
14) CCCOC(=O)n1cccc1
15) CCOc1ccccc1NC1=C(OC)C(=O)C(Nc2ccccc2OCC)=C(OC)C1=O
16) Cc1cccc(Nc2nc3ccccc3nc2/C=C/c2ccc(F)cc2)c1
17) COc1ccc(NC(=O)Nc2cc(C(F)(F)F)cc(C(F)(F)F)c2)c(C(=O)O)c1
18) CCCN=Cc1ccccc1
19) CN(C)c1ccc(N=C(C#N)c2cc3ccccc3[nH]2)cc1
20) COc1ccc(C2=Nc3c(N)ncnc3NC(c3cccc(Nc4ccnc5cc(Cl)ccc45)c3)C2)cc1 (stereo unspecified)
Screen / compound no.	11	12	13	14	15	16	17	18	19	20
PC-3	90	91	81	92	90	89	95	89	88	73
OVCAR-4	105	111	105	92	86	89	96	.	83	84
DU-145	106	107	115	108	104	101	109	116	101	95
SK-OV-3	102	92	96	101	85	105	110	119	.	94
OVCAR-5	102	105	113	.	97	101	105	102	104	107
OVCAR-8	97	102	103	108	93	85	109	109	91	83
OVCAR-3	99	107	108	106	105	108	100	125	98	92
IGROV1	105	118	94	.	110	75	103	110	86	79

21) CC(C)(CCc1ccccn1)C(=O)C(CCc1ccccn1)CCc1ccccn1
22) O=S(=O)(Oc1ccc(-c2ccc3sccc3c2)cc1)c1ccccc1
23) O=C1OC(CN2CCOCC2)CN1/N=C/c1ccc([N+](=O)[O-])o1 (stereo unspecified)
24) Cc1c(-c2ccccc2)nnn1-c1ccc(F)cc1F
25) Cc1cc2nc(C(Cl)Cl)nc(-c3cccs3)n2n1
26) CC[C@H](C)[C@@H]1NC(=O)[C@@H]([C@@H](C)CC)NC(=O)CC(=O)[C@H](C)[C@H](/C=C(\C)C[C@@H](C)C/C(C)=C/c2cnco2)OC1=O
27) N#Cc1c(-c2cccc([N+](=O)[O-])c2)nc(SCC(=O)c2ccccc2)[nH]c1=O
28) COc1cc2[nH]c(=O)c3c4ncccc4cn3c2cc1OC
29) OCCOc1cccc(OCCO)c1
30) O=C1Nc2ccccc2/C1=C/c1ccc(CO)n1-c1ccc(O)cc1
Screen / compound no.	21	22	23	24	25	26	27	28	29	30
PC-3	96	91	102&97	94	11	99	98	81	86	98
OVCAR-4	121	103	105&87	96	15	105	97	.	.	95
DU-145	118	107	114	106	-26*	108	108	76	104	103
SK-OV-3	117	107	105&106	126	15	112	79	93	114	103
OVCAR-5	104	97	110&122	84	3.6*	98	99	.	101	109
OVCAR-8	100	106	109&98	100	35	104	100	47	103	98
OVCAR-3	109	110	116&102	113	-31*	106	105	92	107	113
IGROV1	114	107	103&87	109	43	103	100	60	112	82

31) CC(=O)NCC(=O)N1[C@@H]2CC[C@H]1c1ccc(Nc3ncc(C(F)(F)F)c(NC4CCC4)n3)cc12
32) CC1(C)CC[C@]2(C(=O)O)CC[C@]3(C)C(=CCC4[C@@]5(C)C[C@@H](O)[C@@H]6OC(c7ccccc7F)OC[C@@]6(C)C5CC[C@]43C)C2C1 (stereo partly specified)
33) CC[C@]12C=CCN3CC[C@@]4(c5cc([C@@H]6CCC(=O)N6)c(OC)cc5N(C)[C@H]4[C@@](O)(C(=O)OC)[C@@H]1OC(C)=O)[C@@H]32
34) c1ccc(N(CSc2nc3ccccc3s2)c2ccccc2)cc1
35) COC1(OC)N=C(N)C2(C#N)C3(C(=O)Nc4ccccc43)C12C#N (stereo unspecified)
36) NC(=O)N/N=C/c1ccc(O)cc1
37) Cc1cc(=O)oc2cc(OCc3cn(CCNc4nc(-c5ccc(Br)cc5)cn5ccnc45)nn3)ccc12
38) O=C(Nc1ccc(-n2cc(-c3ccncc3)c(-c3ccc(O)c(Cl)c3)n2)cc1)Nc1cc(C(F)(F)F)cc(C(F)(F)F)c1
39) Cc1n[nH]c(=S)n1C
40) COc1ccc(C(=O)c2cc(F)c(F)c(OC)c2F)c(O)c1O
Screen / compound no.	31	32	33	34	35	36	37	38	39	40
PC-3	57[2.5 µM]	16	86	97	87	98	51	50	91	88
OVCAR-4	64[2.5 µM]	31	109	88	60	113	77	82	106	98
DU-145	42[2.5 µM]	20	112	.	68	109	63	81	111	103
SK-OV-3	16[2.5 µM]	13	107	103	77	109	110	82	86	68
OVCAR-5	32[2.5 µM]	28	105	87	65	96	112	76	94	105
OVCAR-8	55[2.5 µM]	12	96	99	94	102	38	56	92	85
OVCAR-3	68[2.5 µM]	-11*	109	98	84	111	78	33	107	102
IGROV1	32[2.5 µM]	20	.	108	64	103	83	56	98	83

41) OC(COc1ccc(Cl)cc1Cl)COc1ccc(Cl)cc1Cl
42) Cc1cn(C2CC(OC(=O)c3ccc(Cl)cc3)C(COC(=O)c3ccc(Cl)cc3)O2)c(=O)[nH]c1=O (stereo unspecified)
43) Cc1ccc(O)c(C(C)c2ccccc2)c1 (stereo unspecified)
44) N=C(N)c1ccc(OCCSCCOc2ccc(C(=N)N)cc2)cc1
45) CC(C)OC(=O)OCOP(=O)(OCOC(=O)OC(C)C)C1CCCN(O)C1=O (stereo unspecified)
46) C/C=C(\C)C(CC)(C(=O)OCC)C(=O)OCC
47) Cn1c(O)c(N=Nc2ccc(S(N)(=O)=O)cc2)c2cc(Cl)ccc21
48) COc1ccc(NC(=O)CN2CCN(c3cc4c(cc3F)c(=O)c(C(=O)O)cn4C3CC3)CC2)cc1
49) N/C(=N\S(=O)(=O)c1cccc(Br)c1)Nc1nc2ccccc2[nH]1
50) Clc1ccc(Cl)c(Cl)c1Cl
Screen / compound no.	41	42	43	44	45	46	47	48	49	50
PC-3	95	95	99	91	60	104	104	88	79	94
OVCAR-4	102	107	115	65	36	109	95	113	90	120
DU-145	113	107	106	72	53	121	105	109	114	111
SK-OV-3	110	96	100	82	5.9*	108	92	83	75	107
OVCAR-5	103	.	98	78	73	110	103	101	86	122
OVCAR-8	100	100	108	64	2.9*	102	95	94	87	106
OVCAR-3	110	103	106	86	34	123	114	94	87	103
IGROV1	112	88	108	93	9.4*	102	103	101	67	99

51) O=C(Nc1cccc(C(F)(F)F)c1)OC1CC2CC1C1CC3OC3C21 (stereo unspecified)
52) Cc1ccc(-c2csc(NC(=O)c3ccccc3CN3C(=O)c4ccccc4C3=O)n2)cc1
53) O=C1C=C(C(O)c2ccccc2)C(=O)c2ccccc21 (stereo unspecified)
54) Cn1cc(-c2ccc3c(c2)OCO3)c2ccccc21
55) CN1CCN(Cc2ccc(NC(=O)c3cncc(C#Cc4c(N)ncc5cc(F)ccc45)c3)cc2C(F)(F)F)CC1
56) COc1cc(NC(C)=O)c2ncccc2c1Br
57) CC1(C)CCc2cc(-c3ccn(S(=O)(=O)c4ccccc4)n3)ccc2O1
58) Cc1ccc(S(=O)(=O)N2CCN(C(=O)CSc3nc4ccc(C)cc4[nH]3)CC2)cc1
59) O=C(Nc1ncc(Cc2cccc(Cl)c2)s1)C(=S)N1CCOCC1
60) NCc1ccncc1
Screen / compound no.	51	52	53	54	55	56	57	58	59	60
PC-3	94	92	87	97	38	97	62	88	86	102
OVCAR-4	110	111	73	100	54	106	64	107	110	.
DU-145	106	96	102	102	-88*	111	86	109	107	112
SK-OV-3	92	98	104	97	83	104	.	114	91	115
OVCAR-5	102	91	122	120	44	102	90	117	104	91
OVCAR-8	118	93	87	97	28	103	84	74	105	105
OVCAR-3	105	103	72	102	76	118	81	111	110	109
IGROV1	97	97	105	88	15	115	96	.	100	118

61) COC(=O)[C@@H](OC(=O)NS(=O)(=O)N(c1ccc(F)cc1)C1CCN(C(=O)c2ccc(F)cc2)CC1)C(C)C
62) O=c1c2sc3ncccc3c2nnn1-c1cccc(Cl)c1
63) CCOC(=O)c1c(/N=C2\SC(=O)/C(=C\C(=O)OC)N2c2ccccc2)sc2c1CCN(C(=O)OCC)C2
64) c1ccc(-c2csc(NN=C3c4ccccc4-c4ccccc43)n2)cc1
65) CC(C)=CC/C=C(/C)[C@H]1CC[C@]2(C)[C@@H]1CC[C@@H]1[C@@]3(C)C/C(=C/c4ccc(Br)cc4)C(=O)C(C)(C)[C@@H]3CC[C@]12C
66) CCOc1ccc(N(C)c2ccc(/C=C/C3=[N+](C)c4ccccc4C3(C)C)cc2)cc1
67) C=C1C(=O)O[C@@H]2C3C(=C(C)CC[C@@H]12)CC1O[C@]13C (stereo partly specified)
68) CCN1CCN(c2ccc(NC(=O)Nc3ccc4c(c3F)CCN4c3ccnc(C(=O)NC)c3)cc2C(F)(F)F)CC1
69) Cc1ccc(N=Nc2sc(-n3[nH]c(=O)ccc3=O)nc2C)cc1
70) CC1SC(c2cccc(Oc3ccccc3)c2)N(CCc2cccs2)C1=O (stereo unspecified)
Screen / compound no.	61	62	63	64	65	66	67	68	69	70
PC-3	98	93	54	58	85	0.5*	85[6.75 µM]	23	87	2.2*
OVCAR-4	100	110	69	70	98	37	93[6.75 µM]	-90*	97	8.5*
DU-145	109	96	81	102	110	-3.7*	53[6.75 µM]	-91*	115	-6.1*
SK-OV-3	97	88	77	70	105	17	118[6.75 µM]	103	86	-8.9*
OVCAR-5	97	113	99	98	98	40	108[6.75 µM]	58	108	-14*
OVCAR-8	.	88	81	98	100	-16*	84[6.75 µM]	-75*	93	0.0*
OVCAR-3	108	109	90	75	111	-73*	76[6.75 µM]	-86*	103	-98*
IGROV1	99	94	87	58	101	1.8*	99[6.75 µM]	113	70	-24*

# In the list so far, these contain a CF3 group:
5) Cc1cc(NCCN(C(C)C)C(C)C)nc(/N=C(\N)Nc2ccc(Cl)c(C(F)(F)F)c2)n1
17) COc1ccc(NC(=O)Nc2cc(C(F)(F)F)cc(C(F)(F)F)c2)c(C(=O)O)c1
31) CC(=O)NCC(=O)N1[C@@H]2CC[C@H]1c1ccc(Nc3ncc(C(F)(F)F)c(NC4CCC4)n3)cc12
38) O=C(Nc1ccc(-n2cc(-c3ccncc3)c(-c3ccc(O)c(Cl)c3)n2)cc1)Nc1cc(C(F)(F)F)cc(C(F)(F)F)c1
51) O=C(Nc1cccc(C(F)(F)F)c1)OC1CC2CC1C1CC3OC3C21 (stereo unspecified)
55) CN1CCN(Cc2ccc(NC(=O)c3cncc(C#Cc4c(N)ncc5cc(F)ccc45)c3)cc2C(F)(F)F)CC1
68) CCN1CCN(c2ccc(NC(=O)Nc3ccc4c(c3F)CCN4c3ccnc(C(=O)NC)c3)cc2C(F)(F)F)CC1
Screen / compound no.	5	17	31	38	51	55	68
PC-3	-94*	95	57[2.5 µM]	50	94	38	23
OVCAR-4	-68*	96	64[2.5 µM]	82	110	54	-90*
DU-145	-29*	109	42[2.5 µM]	81	106	-88*	-91*
SK-OV-3	-82*	110	16[2.5 µM]	82	92	83	103
OVCAR-5	-56*	105	32[2.5 µM]	76	102	44	58
OVCAR-8	-79*	109	55[2.5 µM]	56	118	28	-75*
OVCAR-3	-74*	100	68[2.5 µM]	33	105	76	-86*
IGROV1	.	103	32[2.5 µM]	56	97	15	113
